High-throughput results (PubChem BioAssay)
TWEAK Fn14 block – blocks TWEAK-Fn14 interaction in a reporter cell assay. TWEAK-stimulated Fn14 reporter cells, luciferase luminescence, 8 h. inhibition, % at 10 µM. actives 2% (n = 360,000); in the data active means inhibition above about 50%
TROY signal inh – blocks TROY-dependent signaling in reporter cells; AID 1347056; Q293 LMP1-TROYcd NF-kB luciferase reporter, 4 h; inhibition, % at 10 µM; actives 0.98% (n = 360,000);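 active means compounds whose plate-normalised and pattern-corrected inhibition of the luciferase reporter signal at the single screening dose is 50% or more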
NOD2-RIPK2 inh – inhibitors of human NOD2-RIPK2 interaction; O43353; AID 624267; actives 0.38% (n = 360,000); inhibition, % at 4.98 µM; CHO BLA complementation NOD2-RIPK2, CCF4 ratio; in the data active means inhibition above about 21%;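 further: 0% = vehicle only and 100% = reference blocker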
LMP1 NFkB inh – Epstein-Barr LMP1 NF-kappaB reporter inhibition; LMP1-induced NF-kappaB luciferase reporter cells, luminescence; inhibition, % at 12.5 µM; actives 0.69% (n = 350,000); AID 504558; in the data active means inhibition above about 41%;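 further: 0% = neutral control wells and 100% = reference inhibitor control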
TLR9-MyD88 inh – inhibitors of human TLR9-MyD88 binding; AID 504734; inhibition, % at 4.98 µM; actives 0.21% (n = 340,000); CHO BLA complementation TLR9-MyD88, CCF4 FRET ratio;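 active means inhibition above the mean over all tested compounds plus 3 SD, cut at about 21% in these data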;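 further: 0% = DMSO only wells and 100% = clavulanate BLA inhibitor control wells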
Target sequence (Q99836 whole entry, looked up): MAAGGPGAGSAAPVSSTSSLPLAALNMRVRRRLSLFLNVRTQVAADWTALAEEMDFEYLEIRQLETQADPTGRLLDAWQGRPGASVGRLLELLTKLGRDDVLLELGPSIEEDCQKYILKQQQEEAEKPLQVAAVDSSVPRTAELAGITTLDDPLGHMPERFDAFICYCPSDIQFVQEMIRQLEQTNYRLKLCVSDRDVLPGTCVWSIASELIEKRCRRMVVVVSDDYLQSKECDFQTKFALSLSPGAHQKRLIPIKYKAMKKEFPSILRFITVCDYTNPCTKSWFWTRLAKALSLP
Target sequence (Q9NR96 whole entry, looked up): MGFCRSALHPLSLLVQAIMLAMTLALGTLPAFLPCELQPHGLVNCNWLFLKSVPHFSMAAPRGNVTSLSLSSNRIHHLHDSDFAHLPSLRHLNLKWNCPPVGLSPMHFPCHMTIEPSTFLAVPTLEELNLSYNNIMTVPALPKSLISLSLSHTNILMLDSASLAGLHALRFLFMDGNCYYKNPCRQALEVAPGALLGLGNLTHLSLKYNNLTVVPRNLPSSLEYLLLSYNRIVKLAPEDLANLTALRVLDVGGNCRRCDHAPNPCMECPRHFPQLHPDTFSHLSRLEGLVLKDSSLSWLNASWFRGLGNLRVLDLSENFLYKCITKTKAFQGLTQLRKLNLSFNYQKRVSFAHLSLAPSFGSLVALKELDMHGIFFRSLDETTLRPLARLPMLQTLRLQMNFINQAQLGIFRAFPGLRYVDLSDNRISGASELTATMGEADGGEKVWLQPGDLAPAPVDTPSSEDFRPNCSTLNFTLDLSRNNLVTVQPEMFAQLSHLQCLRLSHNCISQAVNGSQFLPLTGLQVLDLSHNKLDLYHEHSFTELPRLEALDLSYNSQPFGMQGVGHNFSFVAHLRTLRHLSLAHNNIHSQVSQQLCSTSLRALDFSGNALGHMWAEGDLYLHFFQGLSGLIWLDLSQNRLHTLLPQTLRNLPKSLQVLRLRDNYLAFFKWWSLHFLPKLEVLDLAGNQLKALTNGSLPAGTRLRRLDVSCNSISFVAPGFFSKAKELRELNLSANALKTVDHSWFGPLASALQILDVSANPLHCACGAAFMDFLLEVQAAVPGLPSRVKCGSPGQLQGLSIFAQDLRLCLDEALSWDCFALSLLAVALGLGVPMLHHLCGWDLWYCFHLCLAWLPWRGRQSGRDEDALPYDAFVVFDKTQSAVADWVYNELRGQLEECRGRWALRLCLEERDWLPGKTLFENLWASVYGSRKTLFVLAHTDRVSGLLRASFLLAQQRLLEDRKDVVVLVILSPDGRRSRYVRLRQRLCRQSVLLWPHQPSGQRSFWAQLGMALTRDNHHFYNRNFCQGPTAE
C8 TRAIL sens – sensitizes caspase-8 expressing cells to TRAIL. inhibition (viability loss, TRAIL sensitization), % at 10 µM. NB7+C8 cells + TRAIL, ATPlite viability luminescence. actives 1% (n = 360,000);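 active means compounds causing at least 50% loss of cell viability in the single-dose screen, relative to plate controls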
NR2F2 inh – NR2F2 (human) inhibition, primary screen; P24468; HEK293T NGFI-A luciferase reporter, luminescence; inhibition, % at 8.6 µM; actives 0.7% (n = 370,000);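 active means inhibition above a per-plate cutoff, mean inhibition of test wells between control levels plus 3 SD, cut at about 38% in these data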;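 further: cells cotransfected with COUP-TFII expression vector driving the NGFI-A reporter; 0% = median of COUP-TF2 test wells and 100% = reporter-only cells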
NCOA3 inh – inhibitors of human steroid receptor coactivator 3 (SRC3). Q9Y6Q9. HEK293 GAL4-SRC3 luciferase reporter, luminescence. inhibition, % at 3.6 µM. actives 0.17% (n = 360,000);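 active means inhibition above a per-campaign cutoff, the mean of all compounds plus 3 SD, cut at about 60% in these data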;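 further: 0% = DMSO-treated cells and 100% = gossypol-treated cells at 36 µM; higher means less SRC3-driven luciferase light from the GAL4 reporter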
LRH-1 inv ag – suppresses constitutive activity of human LRH-1; HEK293T StAR-luciferase reporter, LRH-1 transfected, 24 h; O00482; actives 0.13% (n = 360,000); inhibition, % at 3.6 µM; AID 602396;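 active means inhibition above the mean inhibition of all tested compounds plus 3 SD, cut at about 73% in these data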;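 further: 0% = DMSO wells and 100% = reporter-only cells lacking LRH-1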
SRC1 inh – inhibitors of human steroid receptor coactivator 1 (SRC1) | HEK293 GAL4-SRC1 luciferase reporter, luminescence | actives 0.12% (n = 360,000) | Q15788 | inhibition, % at 3.6 µM | AID 588354;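 active means inhibition above the campaign mean plus 3 SD, with each screening campaign given its own cutoff, cut at about 60% in these data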;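 further: 0% = DMSO treated cells and 100% = gossypol at 36 µM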
SRC2 inh – inhibits human steroid receptor coactivator 2 | Q15596 | HEK293 GAL4-SRC2 luciferase reporter, luminescence | inhibition, % at 9 µM | actives 0.17% (n = 370,000) | AID 651957;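 active means inhibition above the mean inhibition of all tested compounds plus 3 SD, set per campaign, cut at about 52% in these data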;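 further: 0% = DMSO treated cells and 100% = cells given Gossypol at 36 µM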
The depositor's hits bear a star; · = not tested or not shown. Some of the compounds tested; the hit share may differ from the screen's.

SMILES	TWEAK Fn14 block	TROY signal inh	NOD2-RIPK2 inh	LMP1 NFkB inh	TLR9-MyD88 inh	C8 TRAIL sens	NR2F2 inh	NCOA3 inh	LRH-1 inv ag	SRC1 inh	SRC2 inh
CC(=O)c1ccc(Oc2cc(C(F)(F)F)cnc2C(N)=O)cc1	7	7	-6	10	1	-9	-8	2	16	18	-15
COc1ccc(-c2noc(-c3ccccc3F)n2)cc1	39	-30	-1	-45	-10	33	-68	-80	-123	-109	-45
CCN(CC)C(=O)C1CCCN(c2ccc([N+](=O)[O-])cc2/C=N/NC(=O)c2cccc(O)c2)C1 (configuration not stated)	-10	-27	-6	-3	4	-3	-3	-19	7	-16	-29
CCN(CC)C(=O)C1CCCN(Cc2cccc(Cl)c2)C1 (configuration not stated)	15	-13	3	·	·	1	7	-2	0	4	-34
COc1cc(C(O)P(=O)(OC(C)C)OC(C)C)cc(OC)c1OC (configuration not stated)	4	-30	1	6	-16	-5	-9	23	-19	2	8
CC(C)CCN=CC1=C(O)CC(c2ccccc2)CC1=O (configuration not stated)	-14	-18	3	0	4	-7	-4	-13	-8	-13	3
CNC(=O)C1CC(=O)N/C(=N/N=C(\C)c2cccs2)S1 (configuration not stated)	1	-5	-2	5	2	-12	8	9	-13	-9	-21
C=CCNc1cc(F)ccc1S(=O)(=O)NCC=C	8	10	-11	-5	-1	-4	12	5	26	-1	-13
O=C(CCN1C(=O)C2C3C=CC(C3)C2C1=O)N1CCCCC1 (configuration not stated)	-1	11	-3	-1	-5	16	16	6	5	-2	-9
CC(=O)Oc1ccc(N2C(=O)CC(N3CCOCC3)C2=O)cc1 (configuration not stated)	6	8	-5	0	11	4	3	-2	11	-1	-18
COc1cccc2sc(=NC(=O)CS(=O)(=O)c3ccc(F)cc3)n(C)c12	7	-6	-10	14	0	9	15	-4	3	-8	8
COc1nc(N2CCCCCC2)nc(N2CCCCCC2)n1	8	19	2	0	4	13	0	-2	26	3	-12
CCOc1ccc(-c2n[nH]c(C)c2-c2ccccn2)c(O)c1	5	16	1	-5	7	-8	-5	12	-21	3	-10
CCCCn1nnnc1C(c1ccnc2ccccc12)N1CCN(C/C=C/c2ccccc2)CC1 (configuration not stated)	17	-1	6	·	·	-4	9	2	-7	-2	-14
CNC(=O)c1ccc(NC(=O)c2ccccc2OCc2c(C)noc2C)cc1	-12	-14	5	-7	10	-10	-5	-8	-24	-7	-19

Some of the entries so far, with bars between the fields.
molecule | TWEAK Fn14 block | TROY signal inh | NOD2-RIPK2 inh | LMP1 NFkB inh | TLR9-MyD88 inh | C8 TRAIL sens | NR2F2 inh | NCOA3 inh | LRH-1 inv ag | SRC1 inh | SRC2 inh
CC(=O)c1ccc(Oc2cc(C(F)(F)F)cnc2C(N)=O)cc1 | 7 | 7 | -6 | 10 | 1 | -9 | -8 | 2 | 16 | 18 | -15
COc1ccc(-c2noc(-c3ccccc3F)n2)cc1 | 39 | -30 | -1 | -45 | -10 | 33 | -68 | -80 | -123 | -109 | -45
CCN(CC)C(=O)C1CCCN(c2ccc([N+](=O)[O-])cc2/C=N/NC(=O)c2cccc(O)c2)C1 (configuration not stated) | -10 | -27 | -6 | -3 | 4 | -3 | -3 | -19 | 7 | -16 | -29
CCN(CC)C(=O)C1CCCN(Cc2cccc(Cl)c2)C1 (configuration not stated) | 15 | -13 | 3 | · | · | 1 | 7 | -2 | 0 | 4 | -34
COc1cc(C(O)P(=O)(OC(C)C)OC(C)C)cc(OC)c1OC (configuration not stated) | 4 | -30 | 1 | 6 | -16 | -5 | -9 | 23 | -19 | 2 | 8
CC(C)CCN=CC1=C(O)CC(c2ccccc2)CC1=O (configuration not stated) | -14 | -18 | 3 | 0 | 4 | -7 | -4 | -13 | -8 | -13 | 3
CNC(=O)C1CC(=O)N/C(=N/N=C(\C)c2cccs2)S1 (configuration not stated) | 1 | -5 | -2 | 5 | 2 | -12 | 8 | 9 | -13 | -9 | -21
C=CCNc1cc(F)ccc1S(=O)(=O)NCC=C | 8 | 10 | -11 | -5 | -1 | -4 | 12 | 5 | 26 | -1 | -13
O=C(CCN1C(=O)C2C3C=CC(C3)C2C1=O)N1CCCCC1 (configuration not stated) | -1 | 11 | -3 | -1 | -5 | 16 | 16 | 6 | 5 | -2 | -9
CC(=O)Oc1ccc(N2C(=O)CC(N3CCOCC3)C2=O)cc1 (configuration not stated) | 6 | 8 | -5 | 0 | 11 | 4 | 3 | -2 | 11 | -1 | -18

Further structures follow:
SMILES	TWEAK Fn14 block	TROY signal inh	NOD2-RIPK2 inh	LMP1 NFkB inh	TLR9-MyD88 inh	C8 TRAIL sens	NR2F2 inh	NCOA3 inh	LRH-1 inv ag	SRC1 inh	SRC2 inh
O=C(N/N=C/c1ccc2c(c1)OCO2)c1ccc(COc2cccc3cccnc23)cc1	-4	8	2	-15	-14	6	-14	-8	3	-20	-32
COc1ccc(N2CCN(c3nc4ccc(C)cn4c(=O)c3C=O)CC2)cc1	-10	-20	-6	10	4	0	-10	-2	-1	-10	-6
COC(=O)CS(=O)(=O)c1cc([N+](=O)[O-])ccc1NC(=O)OC	-12	-9	-11	-4	-15	-8	-1	0	-6	10	-18
CN(c1ccc(F)cc1)S(=O)(=O)c1ccc(Cl)c(C(=O)NC2(C)CCS(=O)(=O)C2)c1 (configuration not stated)	1	-9	-1	0	5	6	-3	2	3	4	5
Cc1nnc(SCc2ccc(F)cc2Cl)s1	-18	-25	-2	-20	7	8	-48	-66	-98	-55	-51
O=C(CCCO)CCCCCCCCC[C@H]1N[C@H](CO)[C@@H](O)[C@@H]1O	-1	-5	10	1	-2	31	-11	0	-9	-19	-17
CC(=O)Nc1ccc(NC(=O)CSc2nnc(C3CC3)n2-c2ccccc2)cc1	-3	11	-5	3	-13	-9	12	19	-12	0	-5

Some entries already given, limited to SRC1 inh:
molecule	SRC1 inh
COc1ccc(N2CCN(c3nc4ccc(C)cn4c(=O)c3C=O)CC2)cc1	-10
COC(=O)CS(=O)(=O)c1cc([N+](=O)[O-])ccc1NC(=O)OC	10
